GoLoco inh red – blocks human Gai1 binding to RGS12 GoLoco peptide, red readout | Potency, µM (series often up to 61.6 µM), for inactives: at the highest dose activity, negative = inhibition, most hits filed as inhibitors | 230,000 compounds, 0.44% hits | P63096 | Gai1:RGS12 GoLoco peptide FP, rhodamine, 10 min; active = well fitted inhibition curve with a large enough effect, not every such curve was filed as active; inactive = no such curve, though single readings can be large or run the other way; note: % is set by controls: 0 for no effect and ±100 for the full control effect; nearly all actives have a fitted effect of over 30% in size; many of its hits are not listed in these tables
Target sequence (P63096 whole entry, looked up): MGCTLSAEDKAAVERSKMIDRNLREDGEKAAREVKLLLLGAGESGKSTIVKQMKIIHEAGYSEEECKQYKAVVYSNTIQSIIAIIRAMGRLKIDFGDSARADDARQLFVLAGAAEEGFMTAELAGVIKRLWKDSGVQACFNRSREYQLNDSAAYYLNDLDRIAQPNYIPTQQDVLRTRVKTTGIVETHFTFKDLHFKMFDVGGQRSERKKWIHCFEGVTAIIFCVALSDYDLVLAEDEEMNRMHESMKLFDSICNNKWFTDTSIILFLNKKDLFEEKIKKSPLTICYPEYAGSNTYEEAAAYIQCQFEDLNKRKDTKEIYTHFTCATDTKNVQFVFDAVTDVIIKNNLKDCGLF
aGlu spleen mod – inhibits or activates alpha-glucosidase in human spleen homogenate | 240,000 compounds, 0.006% hits | AID 2112 | Potency, µM (doses to about 79.9 µM), for inactives: top-dose activity change, negative = inhibition, actives largely listed as inhibitors | human spleen homogenate, 4-MU-alpha-glucoside fluorescence | P10253;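 note: 0% = enzyme with vehicle and -100% = no enzyme basal signal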
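Human spleen homogenate (1 ug) with 4-methylumbelliferyl-alpha-D-glucopyranoside (1 mM final) in 50 mM citrate/phosphate pH 5.0, 0.01% Tween-20; 40 min at 37 C. Stopped at pH 10; 4-MU fluorescence Ex 365/Em 440 nm; AC50 by Hill fit.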
GAA inhib – alpha-glucosidase (human) inhibition | 200,000 compounds, 0.005% hits | Potency, µM (titrated, usually from 76.9 µM), for the others: top-dose activity change, negative = inhibition, actives largely listed as inhibitors | purified human GAA, 4-MU-alpha-glucoside fluorescence | P10253;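 note: plate controls were uninhibited enzyme wells for no effect and no-enzyme background for full effect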
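Human enzyme at 4 nM with 400 uM 4-methylumbelliferyl-alpha-D-pyranoside, citrate/phosphate buffer pH 5.0, 0.005% Tween-20, 20 min at room temperature. Compounds up to 77 uM. 4-MU fluorescence (Ex 365/Em 440) read after NaOH/glycine stop; AC50 from Hill fit.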
HTT aggregate – mutant huntingtin aggregation inhibition; Potency, µM (series often up to 46.1 µM), for inactives: at the highest dose activity change, negative = inhibition, hits mostly inhibitors; PC12 HttQ103-GFP aggregates, Acumen cytometry, 40 h; 220,000 compounds, 1.1% hits; note: % is set by controls: 0 for no effect and ±100 for the full control effect; nearly all actives have a fitted effect of over 60% in size
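PC12 cells stably carrying ecdysone-inducible HTT exon 1 Q103–GFP were induced with tebufenozide (100 nM final) and treated with library compounds in titration. GFP aggregates in lysates were counted by laser scanning cytometry.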
HTT cytoprotect – protects HTT-Q103 PC12 cells, measured by ATP. PC12 HTT-Q103 induced, cytoprotection, ATP luminescence, 40 h. Potency, µM (series often up to 56.4 µM), for the others: cytoprotection (ATP increase), usual class: activators. 230,000 compounds, 0.14% hits. AID 1471;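 note: % of control where 0% means no effect; nearly all actives have a fitted effect of over 45% in size; toxic huntingtin expression switched on by the ecdysone agonist tebufenozide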
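PC12 cells with ecdysone-inducible HTT exon 1 Q103-GFP, induced with 100 nM tebufenozide and co-treated with library compounds in a dose series (1536-well, 1500 cells/well). Cytoprotection read as ATP content by ATPlite luminescence.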
IMPase Li inh – cell-permeable IMPase inhibitors with lithium potentiation. 210,000 compounds, 0.35% hits. CHO-M1 cells, IP1 TR-FRET (IP-One), carbachol + lithium. AID 1457. Potency, µM (doses to about 59.4 µM), inactives show at the top dose activity, negative = IMPase inhibition, actives largely listed as inhibitors;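 note: IP1 builds up when IMPase is blocked and the TR-FRET signal falls; plate controls were basal vehicle for no effect and high inhibitor control for full effect; nearly all actives have a fitted effect of over 50% in size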
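IP1 accumulation measured by competitive TR-FRET in lysed CHO-M1 cells after 30 min compound exposure at 37C, with a small lithium addition to potentiate weak responses. Hill-equation AC50 from ratio and donor-channel data.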
GAA glycogen mod – alters human alpha-glucosidase cleavage of glycogen; AID 2100; Potency, µM (titrated, usually from 76.4 µM), without a hit: at the highest dose activity change, negative = inhibition, most hits filed as inhibitors; recombinant GAA, glycogen substrate, Amplex Red glucose oxidase fluorescence; 300,000 compounds, 0.38% hits; P10253;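 note: 0% = full enzyme reaction and -100% = no-enzyme basal signal; the screen sought inhibitors and activators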
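Recombinant enzyme (4 nM final) with compounds titrated up to 77 uM and bovine liver glycogen (30 ug) in citrate pH 5.0, 0.01% Tween-20, 37 C 40 min. Released glucose detected by Amplex Red/glucose oxidase (Ex 573/Em 610); AC50 from Hill fits.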
* = called active by the depositor; ? = inconclusive; . = not tested or not shown; [ ] = dose if it differs, or a comment. Unless noted, calls come from the whole dose curve; as a rule, active = well fitted curve in the direction sought with a large enough effect; inconclusive = small, poorly fitted or top-dose-only effect, or another doubt; inactive = no such curve, though single readings can be large; an effect the other way counts as inactive or inconclusive. Potency is the fitted concentration of half-maximal effect.

SMILES	GoLoco inh red	aGlu spleen mod	GAA inhib	HTT aggregate	HTT cytoprotect	IMPase Li inh	GAA glycogen mod
COc1ccc(C(=O)Nc2ccnc(-c3cccnc3)n2)cc1	7%	3%	-9%	19%	37%	-3%	8%
CC(C)Oc1ccc(C(=O)Nc2ccc(NC(=O)c3ccco3)c(Cl)c2)cc1	11%	-12%	8%	5%	-7%	-22%[38.3 µM]	4%
COc1ccccc1NC1=NC(CO)(CO)CS1	5%	3%	.	23%[9.22 µM]	22%[10 µM]	.	3%
COc1cccc(F)c1C(C[N+](=O)[O-])c1c(N)n(C)c(=O)n(C)c1=O (centres undefined)	-1%	-7%	.	-22%[9.22 µM]	-44%[10 µM]	.	-2%
CCCc1cc(C(=O)NCC(C)C)no1	-6%	3%	3%[15.4 µM]	-9%	-9%	11%[38.3 µM]	3%
CCC(=O)OCC(=O)Nc1ccc(OC)cc1[N+](=O)[O-]	14%	7%	0%	-9%	-49%[inhibitor]	1%	16%
O=C(c1ccncc1)N1CCC2(CC1)CN(c1ccc(-c3ccccc3)cc1)C2	-13%	-3%	.	.	?	17%	.
O=C(NCCCn1ccnc1)c1cc(-c2cccnc2)nc2ccc(Br)cc12	-33%	1%	-14%	23%	-13%[10 µM]	-24%	-8%
O=[N+]([O-])c1ccccc1N/N=C1\CCc2ccccc21	3%	-9%	5%	15%	-42%[inhibitor]	3%	-3%
COc1cc(CNn2cn[nH]c2=S)cc(Cl)c1OCc1ccccc1	13%	-12%	-8%	-10%	-38%	6%[38.3 µM]	-18%
O=C1c2ccccc2C(=O)N1Cc1nc2ccccc2c(=O)n1CCCN1CCOCC1	9%	0%	-7%	18%	-28%[0.074 µM]	-5%[38.3 µM]	-2%
O=C(Nc1ccc(-c2cn3c(n2)SCC3)cc1)c1ccc2ccccc2n1	10%	-3%	0%	-7%	-54%[inhibitor]	-3%	0%
C=CCN1C(=O)C(CC(=O)Nc2ccc(OC)cc2)N(Cc2ccco2)C1=S (centres undefined)	-3%	-6%	0%	9%	15%	2%[38.3 µM]	1%
Cc1cc(C)c(OCC(=O)OCCNC(=O)c2cccnc2)c(C)c1	16%	-4%	1%	6%	-14%[10 µM]	1%	9%
COc1cc(NC(=O)c2ccco2)c(OC)cc1NC(=O)c1cc(OC)c(OC)c(OC)c1	6%	-1%	1%	?	-9%[10 µM]	-1%[38.3 µM]	-3%
Cc1cc(C(=O)N/N=C/C=C/c2ccc3c(c2)OCO3)n[nH]1	6%	-4%	-5%	2%	-20%	-2%[38.3 µM]	2%
CCN(CC)c1ccc(NC(=O)COc2ccc(N(C)S(=O)(=O)c3cccs3)cc2)cc1	6%	2%	2%	17%	-37%[inhibitor]	9%	-13%
CC(=O)N(c1ccc(Cl)cc1)c1cn(C(C)=O)c2ccccc12	2%	9%	2%	1%	-8%	4%	-7%
CC(c1ccccc1)N1CCn2c(nc3cc(NC(=O)NC4CCCCC4)ccc32)C1 (centres undefined)	29%	5%	-7%	11%	-10%	-11%[38.3 µM]	13%
CC1(C)CC(=O)N(CC(=O)NC2CCCC2)c2ccccc2S1(=O)=O	3%	2%	-7%	-1%	-8%	-5%[38.3 µM]	8%
COc1cc(OC)c(N(C)S(=O)(=O)c2cccc(C(=O)NC3=NCCS3)c2)cc1Cl	8%	4%	.	-9%[9.22 µM]	11%[10 µM]	.	-3%
S=C(NCCc1ccccc1)N1CCN(Cc2ccccc2)CC1	-1%	-4%	4%	13%	0%[10 µM]	0%	-9%
Cc1ccc(C(=O)c2cn[nH]c2-c2cc(Cl)ccc2O)cc1	18%	-6%	-10%	?	2%[0.074 µM]	4%[38.3 µM]	14%
CC(=O)Oc1ccc2oc(C)c(C(=O)N3CCOCC3)c2c1	11%	0%	6%	-2%	-3%	-16%[38.3 µM]	6%
O=C(CN(c1ccc2c(c1)OCCO2)S(=O)(=O)c1ccccc1)NCc1ccco1	5%	-1%	2%	4%	4%	2%[38.3 µM]	-18%
N#CC1=C2SCC(O)(c3ccccc3)N2C(=O)CC1c1ccccc1 (centres undefined)	105%[activator]	-3%	-3%	?	-57%[inhibitor]	3%[38.3 µM]	-4%
O=C(c1ccccn1)N1N=C2/C(=C/c3ccc(F)cc3)CCCC2C1c1ccc(F)cc1 (centres undefined)	-10%	-6%	?	-2%	3%[10 µM]	12%	-11%
CC1(C(=O)OCC(=O)c2c[nH]c3ccccc23)CC1(Cl)Cl (centres undefined)	6%	-4%	-3%	-12%	-26%	35%[38.3 µM]	-8%
C(=N\c1nc2ccccc2n1CCN1CCCCC1)/c1ccc2c(c1)OCO2	2%	-1%	0%	8%	18%	0%[38.3 µM]	5%
Cc1c([N+](=O)[O-])c(N)nn1C	11%	3%	.	10%[9.22 µM]	7%[10 µM]	.	-1%
COc1ccccc1N1CCN(c2cc(=O)n(-c3ccccc3Cl)c(=O)[nH]2)CC1	-3%	-4%	-1%	0%	-28%	-9%[38.3 µM]	12%
c1coc(-c2nc(-c3ccncc3)no2)c1	14%	0%	-3%	-9%	-31%	-10%[38.3 µM]	3%
CN1C2=CC=CC=CC2=[N+](C)C12C([N+](=O)[O-])=CC(=[N+]([O-])[O-])C=C2[N+](=O)[O-] (centres undefined)	-114%	-5%	.	25%[9.22 µM]	24%[10 µM]	.	7%
CCOc1ccc2[nH]c(C)c(CN3CCN(CC)CC3)c(=O)c2c1	2%	1%	-10%	10%	-1%[10 µM]	17%	10%
CCOc1ccccc1NC(=S)N(CCOC)C1CCN(C(C)=O)CC1	8%	-3%	.	-24%[9.22 µM]	7%[10 µM]	.	4%
Nc1n[nH]c(N)c1N=Nc1ccc2c(c1)OCO2	11%	-2%	-8%	-6%[9.22 µM]	1%[1.9 µM]	17%	13µM*
CCOC(=O)CNS(=O)(=O)c1cc(-c2nnc(Nc3ccc4c(c3)OCO4)c3ccccc23)ccc1C	8%	3%	-15%	30%	-9%[10 µM]	5%	-21%
CCN(CC)Cc1c(C(=O)N2CCc3ccccc3C2)nc2ccc(Cl)cn12	24%	0%	7%	4%[9.22 µM]	-7%[10 µM]	12%	-3%
Cc1cc(C(=O)Nc2nc3c(s2)CCCC3)cs1	-1%	2%	-8%	-16%	-65%[inhibitor]	-8%[38.3 µM]	-8%
CC1(C)CCCN(Cc2c(O)ccc3c(=O)c(-c4nc5ccccc5s4)c(N)oc23)C1	-2%	2%	.	-5%[9.22 µM]	0%[10 µM]	.	-9%
C=CCSc1nnc(C)n1-c1ccc(Cl)cc1	0%	4%	-1%	-21%	-17%[0.074 µM]	47%[activator][38.3 µM]	8%
CC(=O)OC(C(=O)NC1CCCCC1)c1ccncc1 (centres undefined)	6%	-5%	5%	-9%	-6%[1.9 µM]	-3%	-5%
CC(C)N=c1cc2n(-c3ccc(Cl)cc3)c3ccccc3nc-2cc1Nc1ccc(Cl)cc1	10µM*	-11%[29.1 µM]	.	-31%[20.6 µM]	-61%[inhibitor][17.1 µM]	12%	.
CNC(=O)c1snnc1-c1ccccc1	6%	-5%	0%	-2%	6%	18%[38.3 µM]	-7%
Cc1ccc(-c2[nH]c(=S)[nH]c(=O)c2C#N)cc1	17%	-3%	?	-9%[9.22 µM]	-35%[10 µM]	-2%	-23%
CC(C(=O)Nc1cccnc1)n1cc([N+](=O)[O-])cn1 (centres undefined)	5%	.	-2%	3%	-1%	-9%	4%
Cc1cccc2cc(CN(CC3CCCO3)C(=O)c3ccncc3)c(=O)[nH]c12 (centres undefined)	0%	0%	-5%	-7%	20%	31%[38.3 µM]	4%
c1ccc2nc(C3=NCCN3)cnc2c1	2%	-2%	.	.	7%	26%	.
COc1ccccc1CNC(=O)C(NS(=O)(=O)c1ccc2c(c1)OCCO2)C(C)C (centres undefined)	1%	1%	2%	-1%	30%[10 µM]	0%	2%
O=C(CN1C2=NCCCN2c2ccccc21)c1ccc([N+](=O)[O-])cc1	13%	3%	7%	5%	-35%[inhibitor]	9%	6%

Next compounds follow.
SMILES	GoLoco inh red	aGlu spleen mod	GAA inhib	HTT aggregate	HTT cytoprotect	IMPase Li inh	GAA glycogen mod
C/C(=N/NS(=O)(=O)c1ccccc1)c1ccc(Cl)cc1	7%	-6%	5%	2%[9.22 µM]	20%[10 µM]	3%	0%
CCCc1ccc(OCCNC(C)=O)cc1	-1%	4%	-5%	-1%	-11%	9%[38.3 µM]	-8%
COc1ccc(OC)c(C(c2nnnn2C2CCCC2)N2CCN(c3ccccc3F)CC2)c1 (centres undefined)	2%	-6%	-4%	?	-29%	24%[38.3 µM]	-15%
COc1cc(/C=C/C(=O)O)cc(S(=O)(=O)Nc2ccc3nc(C)sc3c2)c1OC	-11%	3%	.	10%[9.22 µM]	0%[10 µM]	.	8%
C/C=C(\C)C(=O)Nc1cccc(C2=NOC3(C2)C[C@H](C(N)=O)N(C(=O)C(c2ccccc2)c2ccccc2)C3)c1 (some centres undefined)	-5%	-4%	.	-33%[9.22 µM]	17%[10 µM]	.	-11%
COc1cccc(/C=N/n2c(N)c(S(=O)(=O)c3cccs3)c3nc4ccccc4nc32)c1OC	7%	-2%	4%	8%	-26%	-27%[38.3 µM]	12%
CCn1nnnc1SCC(=O)Nc1nc2ccc(OC)cc2s1	-3%	-11%	7%	13%	4%[10 µM]	7%	5%
COc1ccc(C(=O)CSc2nc3ccccc3n2CC(=O)NC(C)(C)C)cc1	-4%	-10%	-8%	13%	5%	24%[38.3 µM]	-2%
CC(=O)NC(Cc1ccc(F)c(F)c1)C(=O)NC1CCN(c2nnnn2-c2ccccc2)CC1 (centres undefined)	1%	2%	10%	10%[9.22 µM]	-4%[10 µM]	6%	-6%
Cc1nn(C)c(C)c1NC(=O)c1ccnn1C	0%	3%	-6%	7%	5%[10 µM]	-8%[38.3 µM]	4%
COC(=O)c1ccc(CSc2nnnn2Cc2ccccc2)cc1	-3%	-7%	?	-1%	4%[1.9 µM]	44%[activator][38.3 µM]	1%

Copied from above (2 entries):
SMILES	GoLoco inh red	aGlu spleen mod	GAA inhib	HTT aggregate	HTT cytoprotect	IMPase Li inh	GAA glycogen mod
C/C(=N/NS(=O)(=O)c1ccccc1)c1ccc(Cl)cc1	7%	-6%	5%	2%[9.22 µM]	20%[10 µM]	3%	0%
CCCc1ccc(OCCNC(C)=O)cc1	-1%	4%	-5%	-1%	-11%	9%[38.3 µM]	-8%

Source: PubChem BioAssay

Only part of the results is shown; the hit share may differ from the screen's.
